Bioassay records from PubChem BioAssay.
GALR2 antag: antagonists of human galanin receptor 2 (GALR2); O43603; GALR2-expressing cells, antagonist mode; inhibition, % at 4 µM; 0.39% of 140,000 active; in the data active = inhibition above about 27%;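 note: cells stimulated with galanin 1-16 at roughly its EC80; 0% = agonist challenge control and 100% = basal control without agonist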
Target sequence (O43603 whole entry, looked up): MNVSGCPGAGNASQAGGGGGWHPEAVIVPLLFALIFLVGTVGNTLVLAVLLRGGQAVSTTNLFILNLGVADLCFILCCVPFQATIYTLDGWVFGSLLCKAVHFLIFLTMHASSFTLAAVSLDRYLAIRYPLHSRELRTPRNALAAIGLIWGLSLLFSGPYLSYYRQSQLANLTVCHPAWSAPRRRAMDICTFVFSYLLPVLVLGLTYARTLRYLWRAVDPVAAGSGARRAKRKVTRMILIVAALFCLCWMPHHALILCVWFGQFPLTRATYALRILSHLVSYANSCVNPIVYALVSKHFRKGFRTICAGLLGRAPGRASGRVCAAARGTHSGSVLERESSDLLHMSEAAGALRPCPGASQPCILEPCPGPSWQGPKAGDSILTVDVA
Phagocyt inh: blocks phagocytosis by macrophages; J774A.1 macrophage IgG-bead phagocytosis, imaging; inhibition, % at 5 µM; 0.07% of 110,000 active;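 active = inhibition above the mean of the plate negative controls plus 5 SD, cut at about 13% in these data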;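 note: phagocytic index as fraction of beads internalized from green versus red external bead signal; plate controls were DMSO negative control for no effect and cytochalasin-D positive control for full effect; some results beyond the cut were filed as inactive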
Yeast lifespan up: extends the lifespan of yeast. S. cerevisiae growth with nicotinamide, OD615; deaD strain in restrictive glucose medium. inhibition of the nicotinamide effect, % at 10 µM. 0.68% of 130,000 active;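 active = inhibition above a set limit, placed 3 SD over the median of all compounds, cut at about 26% in these data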;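 note: 0% = nicotinamide-treated wells and 100% = cells grown without nicotinamide; some compounds called inactive have numbers as strong as hits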
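assay system = DeaD-strain S. cerevisiae | buffer or medium = restrictive glucose medium | reagent = 1.5 mM nicotinamide | compound = 10 µM single point, 0.25% DMSO | incubation = 48 h compound exposure at 30 °C, humidified | signal = OD615 measurement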
BB579 growth dn: yeast BB579 growth reduction in restrictive medium. 0.51% of 140,000 active. S. cerevisiae BB579 growth, OD615, 48 h. inhibition, % at 10 µM;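 active = inhibition above a set limit, 3 SD over the mean compound inhibition, cut at about 44% in these data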; note: inactives centre near -24
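System: DeaD yeast strain BB579; buffer or medium: CSMM-D dextrose restrictive medium; technique: OD at 615 nm; schedule: 4 h cell preincubation, 48 h compound exposure, 30 °C humidified; doses: single 10 µM dose; controls: amphotericin B 10 µg/mL, positive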
Measles CPE: protection of cells from measles virus. AID 841. protection (pct of control), % at 4 µM. 1.5% of 140,000 active. Measles virus-infected cells, CPE protection, absorbance; in the data active = protection mostly above about 24%, no sharp cut-off; inactive = mostly below about 26%; note: some compounds called inactive have numbers as strong as hits
E-sel TNF inh: TNF alpha driven E-selectin expression inhibition; HUVEC TNFa-induced E-selectin immunofluorescence, high content; inhibition, % at 2 µM; 0.71% of 120,000 active; AID 1246;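 active = inhibition above the batch mean plus 3 SD, and confirmed as a hit on visual image review, cut at about 43% in these data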;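 note: 0% = TNF-stimulated DMSO wells and 100% = unstimulated control wells; not every result past the cut was called active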
MRP-1 activ: activates MRP-1 | H69AR cells + doxorubicin, viability rescue, CellTiter-Glo | viability increase, % at 10 µM | 0.61% of 140,000 active | AID 799;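 active = viability gain under doxorubicin at or above a set limit, the compound median plus 3 SD, cut at about 4.7% in these data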;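 note: MRP-1 overexpressing cells given doxorubicin 25 µM after compound pretreatment; 18-22 h compound pretreatment then 72 h with doxorubicin before readout; 0% = doxorubicin-only wells and 100% = vehicle-treated cells without doxorubicin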
HCT116 bCat-KO: beta-catenin-lacking colon tumor cell growth suppression; 1.5% of 140,000 active; viability, % at 10 µM; HCT116 beta-catenin knockout viability, CellTiter-Glo, 60 h; stronger effect = lower value;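 active = viability at or under a set limit, the compound median less 4 SD, cut at about 6% in these data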;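 note: 0% = Hyamine 1622 control at 20 µM and 100% = untreated cell control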
NPY Y2 blocker: blocks the human neuropeptide Y Y2 receptor; P49146; 0.99% of 140,000 active; NPY-Y2 expressing cells, antagonist mode; AID 793; inhibition, % at 2.7 µM; in the data active = inhibition above about 17%;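 note: 0% = vehicle with agonist challenge and 100% = reference antagonist with challenge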
Target sequence (P49146 whole entry, looked up): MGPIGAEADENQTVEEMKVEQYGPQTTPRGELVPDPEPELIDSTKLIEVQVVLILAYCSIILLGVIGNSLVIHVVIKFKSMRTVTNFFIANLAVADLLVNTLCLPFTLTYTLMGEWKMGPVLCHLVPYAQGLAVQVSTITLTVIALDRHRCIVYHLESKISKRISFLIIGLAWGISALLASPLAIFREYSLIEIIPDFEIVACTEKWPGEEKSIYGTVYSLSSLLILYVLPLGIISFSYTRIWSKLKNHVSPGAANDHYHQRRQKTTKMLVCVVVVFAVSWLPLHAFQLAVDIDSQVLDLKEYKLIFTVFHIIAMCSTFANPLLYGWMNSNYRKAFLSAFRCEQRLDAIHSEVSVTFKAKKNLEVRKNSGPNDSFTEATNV
HCT116 PTEN-null: PTEN-deleted cell growth suppression; HCT116 PTEN-null viability, CellTiter-Glo, 60 h; stronger effect = lower value; viability, % at 10 µM; 1.2% of 140,000 active; AID 827;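 active = viability at or below a set limit, 4 SD under the median of all tested compounds, cut at about 3.7% in these data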;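 note: PTEN knockout HCT116 line with beta catenin targeted HCT116 as companion control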
Numbers without * were called inactive; x = no result given.

SMILES | GALR2 antag | Phagocyt inh | Yeast lifespan up | BB579 growth dn | Measles CPE | E-sel TNF inh | MRP-1 activ | HCT116 bCat-KO | NPY Y2 blocker | HCT116 PTEN-null
O=C(COC(=O)C1(c2ccccc2F)CCCC1)N1CCOCC1 | -7 | x | -10 | -7 | 5 | 2 | -2.1 | 96 | 1 | 94
CCOC(=O)C(NC(=O)c1cccc(Cl)c1)(OCc1ccccc1)C(F)(F)F (stereo unspecified) | -19 | -5 | 4 | -8 | 8 | x | -0.8 | 72 | 2 | 78
CN1C(=O)CC(P(=O)(c2ccccc2)c2ccccc2)N(C)C1=O (stereo unspecified) | 8 | 1 | 6 | 6 | 16 | -23 | -0.3 | 103 | 1 | 90
COC(=O)C1=C(N)Oc2cc(C)n(CCc3ccccc3)c(=O)c2C1c1cccnc1 (stereo unspecified) | -22 | 1 | 46 | -55 | 34 | 0 | -0.7 | 94 | 6 | 100
O=C(Nc1ccc(Cl)c(C(F)(F)F)c1)C(=O)N1CCCCC1 | -8 | -9 | -7 | -1 | 11 | 4 | 2.6 | 65 | 0 | 71
COc1ccc(OC)c(Nc2cc(-c3ccccc3)nc(N)n2)c1 | 11 | 7 | -10 | 2 | 6 | 9 | -1.3 | 13 | 7 | 13
OCCNc1cc(-n2nc(-c3ccccc3)cc2-c2ccccc2)ncn1 | 6 | -1 | -15 | 15 | 8 | x | -1.3 | 85 | 1 | 80
CCNS(=O)(=O)c1ccc(S(=O)(=O)N(Cc2ccccn2)C2CCCCC2)cc1 | -6 | 0 | -8 | -22 | 2 | -19 | 0.1 | 90 | 1 | 90
CCn1ncc(C2=NOC(C(=O)Nc3c(C)nn(Cc4ccc(F)cc4)c3C)C2)c1C (stereo unspecified) | 1 | -1 | -3 | -18 | 2 | -17 | 0.0 | 69 | 0 | 74
CCOc1ccc(C(C)NC(=O)Nc2ccccc2C(=O)OC)cc1 (stereo unspecified) | -8 | -1 | -10 | -74 | 6 | x | -0.7 | 96 | -1 | 94
Nc1cc(=O)[nH]c(=O)n1Cc1ccccc1 | -5 | x | 6 | -36 | 28 | -36 | 0.2 | 97 | 1 | 100
CCN(Cc1cc2ccccc2[nH]c1=O)C(=O)C1CCCCC1 | -7 | 2 | -11 | -5 | 14 | x | -0.1 | 88 | 0 | 96
CCOc1cccc2cc(-c3nnc(NCc4ccc5c(c4)OCO5)s3)c(=O)oc12 | -5 | 0 | -2 | -17 | 5 | x | -5.0 | 68 | 0 | 51
CCCCn1c(SCC(=O)Nc2nnc(C)s2)nnc1-c1ccoc1C | 10 | 2 | -11 | -34 | 7 | -30 | -1.4 | 101 | 2 | 98
CCOc1cc(C(=O)Nc2c(C)ccc3nsnc23)cc(OCC)c1OCC | 6 | x | x | -12 | 38* | -11 | -4.2 | 86 | 2 | 88
Fc1ccccc1N1CCN(Cc2nc(-c3ccc(Cl)cc3Cl)no2)CC1 | 1 | -4 | -14 | -14 | 27 | -1 | -2.3 | 94 | 16 | 92
COc1ccc(CNc2ccc3c(c2)CCC3)cc1OC | -6 | x | -10 | -18 | 6 | 4 | -2.1 | 92 | 3 | 99
Cc1ccc(-c2nn(C)c(=O)c3ccccc23)cc1S(=O)(=O)NCCN1CCOCC1 | -4 | -2 | -14 | -91 | x | 15 | -1.4 | 96 | -3 | 91
Cc1ccc(C(C)C)c(OCC(=O)Nn2c(=O)[nH]c3ccccc3c2=O)c1 | -1 | -5 | -4 | -10 | 4 | -37 | -1.0 | 89 | -2 | 89
O=C(Cn1nc(C(F)(F)F)c2c1CCCC2)Nc1ccc2c(c1)OCO2 | 4 | -1 | -7 | -24 | 8 | 15 | -4.0 | 79 | 2 | 83
COCCNC(=O)c1ccccc1NC(=O)c1ccccc1N(C)S(=O)(=O)c1ccc(C)cc1 | -14 | 2 | -1 | -22 | 4 | -8 | -2.5 | 83 | 3 | 94
Cc1ccc(N2C(=O)[C@@H]3[C@H](C2=O)C2c4ccccc4C=NN2[C@@H]3C(=O)c2ccc(Cl)cc2)cc1 (stereo partly specified) | 0 | -4 | 0 | -22 | 14 | x | -3.5 | 86 | 5 | 73
CC(C)OCCCNS(=O)(=O)c1ccc2c(c1)oc(=O)n2C | 5 | 1 | -9 | 29 | 19 | x | -1.4 | 90 | 2 | 93
COc1ccc(N/C(C)=C/C(=O)c2ccccc2)cc1 | 22 | x | -5 | -24 | 17 | x | 0.4 | 99 | 5 | 99
CCOc1ccc(C2=NNC(c3cccs3)=Nc3ccc(OC)cc32)cc1 | 5 | x | x | -55 | 7 | 2 | -4.0 | 89 | 2 | 79
O=C(C1CCCN(S(=O)(=O)c2cccs2)C1)N1CCc2ccccc2C1 (stereo unspecified) | 2 | 2 | 4 | -59 | 14 | -4 | -1.2 | 86 | 4 | 92
Cc1ccc(Nc2nc(N)c([N+](=O)[O-])c(N3CCOCC3)n2)cc1 | -12 | -9 | -4 | -29 | 15 | -8 | 2.0 | 90 | 3 | 87
CCCCCCNC(=O)C(C(=O)OCC)C1CCCCC1 (stereo unspecified) | -5 | 3 | 3 | -20 | 2 | x | -3.5 | 64 | 15 | 67
COCc1cc(C)nc2sc(C(=O)NC3CCCCC3)c(N)c12 | -4 | 0 | -11 | -64 | 16 | 9 | 0.1 | 93 | 3 | 99
CCCCC1CCC(/C(N)=N/O)CC1 (stereo unspecified) | -4 | -1 | -11 | -24 | 4 | 25 | -1.9 | 81 | 4 | 91
c1ccc(-c2nc(CSc3nnc(-c4cccs4)o3)cs2)cc1 | 10 | x | -9 | -44 | 23 | -23 | -1.7 | 88 | 20* | 85
COC(=O)c1[nH]c2cccc(Cl)c2c1NC(=O)CN(C)C1CCCCC1 | -7 | 0 | -2 | -50 | 4 | -10 | -1.7 | 69 | 1 | 73
Cc1ccc(-n2c(COc3c(C)cccc3C)nnc2SCC(=O)Nc2nccs2)cc1 | -12 | -1 | -2 | -37 | 5 | -1 | -2.1 | 90 | 2 | 100
Cc1ccccc1S(=O)(=O)c1c(C)cc(C)n(CC(C)C)c1=O | -1 | 0 | -4 | -41 | 5 | -3 | 0.0 | 68 | 6 | 74
O=C(Nn1nnnc1Nc1ccccc1)C12CC3CC(CC(C3)C1)C2 | 2 | -4 | 7 | -33 | 19 | -34 | -1.6 | 89 | 4 | 86
O=C(c1ccc(Br)o1)N1CCN(c2ccccn2)CC1 | -1 | x | -9 | -96 | 11 | -8 | -0.5 | 101 | 2 | 97
CCCCCn1c(CN2CCCCC2C)nc2c1c(=O)n(C)c(=O)n2C (stereo unspecified) | -2 | x | -11 | -2 | 46 | x | 6.0* | 60 | 1 | 73
CC(C)C1C2=C(CC(C)(C)CC2=O)ON1c1ccccc1 (stereo unspecified) | 0 | -4 | 0 | -68 | 3 | -9 | -2.2 | 96 | 2 | 93
Cn1c(=O)c2c(nc(N3CCCC3)n2CC(O)CO)n(C)c1=O (stereo unspecified) | 4 | -1 | -7 | -4 | 7 | 2 | -0.4 | 113 | 0 | 98
Cc1cc(/C=C2\C(=N)N3C(SCc4ccccc4)=NSC3=NC2=O)c(C)n1Cc1ccccc1 | 13 | 0 | -14 | -12 | 18 | -14 | 0.7 | 106 | 3 | 99
O=C(/C=C/c1cccs1)Nc1ccncc1 | 9 | -5 | 0 | -13 | 5 | x | -0.7 | 97 | 3 | 95
CCCCNC(=O)Nc1cc(C(=O)OC)ccc1C | -6 | -1 | -5 | -20 | 10 | x | -2.7 | 85 | -1 | 98
N#CCCn1c(SCC(=O)c2c[nH]c3ccccc23)nc2ccccc21 | 19 | 0 | -10 | -65 | 14 | x | -2.0 | 74 | 0 | 79
COc1ccccc1N1CCN(C(=O)c2c(C)cc(=O)oc2C)CC1 | 3 | 1 | 1 | -50 | 0 | x | 0.3 | 99 | 2 | 102
CCOC(=O)c1cnc2nc(NCc3ccc(OC)c(OC)c3)[nH]n2c1=O | 11 | x | -5 | -27 | 11 | 0 | -2.3 | 98 | -1 | 94
Oc1ccc(Cl)cc1C1=NCCNC(C(F)(F)C(F)F)=C1 | -6 | 0 | -6 | -61 | 12 | 8 | -1.5 | 71 | -2 | 65
O=C(CCCCCN1C(=O)CCC1=O)NCc1ccccc1 | 1 | 0 | -15 | 13 | 9 | -35 | -3.1 | 87 | 1 | 107
O=C(C[n+]1cc2ccccc2c2ccccc21)c1ccccc1 | 15 | x | -1 | -23 | 13 | -25 | -5.0 | 34 | 5 | 48
CCCCNc1c([N+](=O)[O-])cc(C)cc1[N+](=O)[O-] | 8 | x | -17 | -11 | 30 | -17 | -1.6 | 83 | 1 | 82
CCCOc1ccc(CNC(=O)Cn2c(=O)oc3ccccc32)cc1 | -12 | 0 | -6 | -11 | 1 | x | -2.1 | 97 | 5 | 91

(cont.)
SMILES | GALR2 antag | Phagocyt inh | Yeast lifespan up | BB579 growth dn | Measles CPE | E-sel TNF inh | MRP-1 activ | HCT116 bCat-KO | NPY Y2 blocker | HCT116 PTEN-null
Cc1ccc(-c2nnc(CSc3nc(C(C)C)nc4sc(C)c(C)c34)o2)cc1 | -4 | x | x | -28 | 7 | -6 | 1.4 | 79 | 0 | 89
Cc1cn(C(=O)c2cccc(Br)c2)c(C)n1 | -11 | -3 | -10 | -27 | 8 | x | -0.8 | 95 | 2 | 102
CCOc1ccc2nc(SCC#N)c(C#N)cc2c1 | 6 | 0 | -12 | 3 | 5 | -4 | 5.0* | 79 | 5 | 68
COc1ccccc1NC(=O)C1=C(C)NC(=O)NC1c1cccc(OC)c1OC (stereo unspecified) | -2 | 3 | -12 | 13 | 6 | -4 | -0.5 | 100 | 1 | 93
COc1ccc(C(c2nnnn2C2CCCC2)N2CCC(C)CC2)c(OC)c1 (stereo unspecified) | -3 | 1 | -11 | -54 | 14 | 9 | -0.6 | 64 | 11 | 64
O=C(CN(Cc1ccccc1)S(=O)(=O)c1ccccc1)N/N=C/c1ccccc1[N+](=O)[O-] | -9 | -4 | 4 | -10 | 7 | -8 | -3.4 | 77 | 6 | 77
O=C(c1nc2ncccn2n1)N1CCN(c2ccc(F)cc2)CC1 | 0 | 0 | -13 | 6 | 34 | -6 | -1.9 | 86 | 0 | 85
COc1cc(-c2nnc(CSc3nc4ccccc4s3)o2)cc(OC)c1OC | -1 | 0 | -10 | -36 | 16 | 5 | -3.0 | 76 | 5 | 69
N#C/C(=C\c1sc(N2CCOCC2)nc1-c1ccccc1)C(=O)Nc1cccc2ccccc12 | 0 | -2 | 3 | -52 | 5 | x | -5.8 | 3.9* | 1 | 2.3*

Three of the compounds above, with values under each structure.
Below each compound: GALR2 antag, Phagocyt inh, Yeast lifespan up, BB579 growth dn, Measles CPE, E-sel TNF inh, MRP-1 activ, HCT116 bCat-KO, NPY Y2 blocker, HCT116 PTEN-null
COc1ccc(C(c2nnnn2C2CCCC2)N2CCC(C)CC2)c(OC)c1 (stereo unspecified)
→ -3, 1, -11, -54, 14, 9, -0.6, 64, 11, 64
O=C(CN(Cc1ccccc1)S(=O)(=O)c1ccccc1)N/N=C/c1ccccc1[N+](=O)[O-]
→ -9, -4, 4, -10, 7, -8, -3.4, 77, 6, 77
O=C(c1nc2ncccn2n1)N1CCN(c2ccc(F)cc2)CC1
→ 0, 0, -13, 6, 34, -6, -1.9, 86, 0, 85
